# S1P3 agonist: activates the human S1P3 receptor. AID 373. activation, % at 4.5 µM. S1P3 NFAT-BLA reporter cells, agonism, FRET ratio; relative to 1 µM S1P, basal subtracted. 0.1% of 60,000 active;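 active means activation above the screen-wide mean plus 3 SD, cut at about 4.5% in these data, passing the limit was not always enough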; further: some compounds called inactive have numbers as strong as hits
# Target sequence (Q99500 whole entry, looked up): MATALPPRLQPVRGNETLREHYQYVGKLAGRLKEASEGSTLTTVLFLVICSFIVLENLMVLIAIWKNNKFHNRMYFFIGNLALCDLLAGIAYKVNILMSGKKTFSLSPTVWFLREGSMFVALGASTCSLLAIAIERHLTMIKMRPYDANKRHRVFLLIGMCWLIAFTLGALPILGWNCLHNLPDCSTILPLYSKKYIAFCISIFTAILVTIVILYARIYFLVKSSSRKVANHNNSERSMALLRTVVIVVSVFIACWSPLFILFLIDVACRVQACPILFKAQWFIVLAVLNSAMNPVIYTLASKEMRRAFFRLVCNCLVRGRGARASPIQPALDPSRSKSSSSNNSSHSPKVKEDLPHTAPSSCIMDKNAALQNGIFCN
#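 Assay system: stable CHO line with human S1P3, Gα16, NFAT-BLA reporter; Detection: FRET β-lactamase substrate fluorescence, excitation 405 nm, 460/535 nm emission ratio, background-subtracted; Read-out: percent activation versus median 1 µM S1P response, basal-subtracted, per plate; Incubation: cells plated overnight, compound 4 h 37 °C, substrate 2 h RT.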
# HTR1E antagonist: blocks the human 5-HT1E serotonin receptor. P28566. CHO 5-HT1E Ga15 NFAT-bla reporter, FRET, antagonist. inhibition, % at 6 µM. 0.99% of 65,000 active. AID 571;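 active means inhibition above a set limit, the mean inhibition across every tested compound plus 3 SD, cut at about 29% in these data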;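 further: signal is the 460 over 535 nm emission ratio of beta-lactamase substrate; 0% = agonist plus DMSO wells and 100% = wells without agonist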
# 5-HT1A blocker: 5-HT1a (human) receptor antagonism. P08908. CHO 5-HT1a Ga15 NFAT-bla reporter, antagonist mode. inhibition, % at 10 µM. 0.68% of 62,000 active. AID 612;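 active means inhibition above the mean of all tested compounds plus 3 SD, cut at about 43% in these data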;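 further: receptor stimulated by 5-CT agonist at 100 nM near EC80; beta-lactamase reporter measured by ratiometric fluorescence of a cleavable substrate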
# Target sequence (P08908 whole entry, looked up): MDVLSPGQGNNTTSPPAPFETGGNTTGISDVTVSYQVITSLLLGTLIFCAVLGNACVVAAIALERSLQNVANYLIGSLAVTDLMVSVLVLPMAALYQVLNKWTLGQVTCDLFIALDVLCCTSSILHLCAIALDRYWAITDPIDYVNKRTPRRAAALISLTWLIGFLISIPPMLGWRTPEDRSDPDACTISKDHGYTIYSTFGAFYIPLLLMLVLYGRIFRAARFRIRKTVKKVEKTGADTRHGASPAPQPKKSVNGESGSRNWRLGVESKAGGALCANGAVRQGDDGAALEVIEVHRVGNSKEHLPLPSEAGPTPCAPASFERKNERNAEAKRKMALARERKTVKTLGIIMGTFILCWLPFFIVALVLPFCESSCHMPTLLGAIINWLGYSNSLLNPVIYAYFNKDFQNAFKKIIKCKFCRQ
# RORA act: activates the human nuclear receptor RORA. P35398. CHO-K1 Gal4-RORA LBD luciferase reporter, luminescence; percent increase over mock-subtracted basal signal. activation, % at 10 µM. 1.5% of 65,000 active. AID 560;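 active means activation above the mean of all tested compounds plus 3 SD, cut at about 49% in these data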;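 further: 0% = DMSO-treated RORA cells and 100% = added signal equal to DMSO minus mock-transfected cells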
# HTR1E agonist: agonists of human 5-HT1E serotonin receptor | P28566 | CHO 5-HT1E Ga15 NFAT-bla reporter, FRET; 0% DMSO wells, 100% control agonist wells | activation, % at 6 µM | 0.69% of 65,000 active | AID 574;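 active means activation above a set limit, the screen-wide mean activation plus 3 SD, cut at about 8.5% in these data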;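 further: 100% = positive control agonist at 1 µM giving full maximal response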
# SF-1 act: SF-1 (human) activation. CHO-K1 Gal4-SF-1 LBD luciferase reporter; % increase over DMSO SF-1-specific signal. AID 522. Q13285. 1.9% of 65,000 active. activation, % at 10 µM;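 active means activation above the mean activation of all tested compounds plus 3 SD, cut at about 50% in these data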
#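 Material: Transient Gal4-SF-1 LBD reporter, CHO-K1 | Input: 4,000 cells/well | Dosing: One dose, 10 µM compound, 1% DMSO | Incubation: 20 h compound treatment, 37 °C | Detection: SteadyLite luciferase luminescence | Evaluation: Percent activation relative to DMSO median and mock-transfected background | Benchmarks: DMSO-treated SF-1-transfected cells as negative, DMSO-treated mock-transfected cells lacking SF-1 as background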
# AP ELISA ortho: orthogonal test for alternative complement pathway inhibitors | inhibition, % at 5 µM | Human serum alternative complement pathway, LPS-coated ELISA, C3 deposition; tested in compound mixtures | 0.08% of 62,000 active;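 active means inhibition above 30% in each of the two pooled mixtures holding the compound, so the lower value exceeds 30%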;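 further: 0% = serum in Mg-EGTA without compound and 100% = EDTA serum blank; some compounds past the cut are filed as inactive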
#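 Assay system: human serum alternative complement pathway, C3 deposition on LPS-coated wells; Dosing: 5 µM per compound in ten-compound mixtures; Detection: Anti-C3 ELISA, OD 450 nm; Buffer or medium: Mg2+-EGTA GVB++ buffer containing human serum at 1:15 dilution; Timing: 1 h at 37 °C; Replication: two different pools per compound.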
# S1P1 ag pot: agonists and agonism potentiators of human S1P1 receptor | S1P1 CRE-bla cells, forskolin, beta-lactamase FRET, potentiator mode; S1P1 agonist co-added at EC20, 2 nM; 100% = saturating reference agonist, 0% = basal | activation, % at 9.5 µM | 0.57% of 56,000 active;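 active means activation above a cutoff set at the mean activation of all tested compounds plus 3 SD, cut at about 54% in these data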;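 further: forskolin at 4 µM as EC80 and the EC20 agonist is SEW2871; 100% = SEW2871 at its EC100 plus forskolin at EC80; some compounds past the cut are filed as inactive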
# Ecoli tolC: growth inhibitors of E. coli BW25113 tolC mutant. OD615. growth inhibition, % at 10 µM (by protocol). 2.2% of 65,000 active;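 active means growth inhibition at or above a cutoff equal to the mean over every tested compound plus 3 SD, cut at about 60% in these data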;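 further: growth measured after 20 h incubation at 37 °C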
#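 test system = E. coli BW25113 ΔtolC::kan bacteria | medium = LB with kanamycin 50 µg/mL | signal = OD at 615 nm | schedule = 37 °C, 20 h exposure | evaluation = % inhibition of E. coli growth | compound dosing = one dose of 10 µM final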
# The depositor's hits bear a star; x = no result given.
# Below each compound – S1P3 agonist	SF-1 act	RORA act	AP ELISA ortho	5-HT1A blocker	Ecoli tolC	S1P1 ag pot	HTR1E agonist	HTR1E antagonist
1) Cc1ccc(CCP(=O)(O)CN2CCOCC2)cn1
  0.6	6	-12	12	-18	-15	-22	0.3	1
2) Cc1ccc(CN(Cc2cc3cc(C)ccc3[nH]c2=O)C(=O)N2CCOCC2)cc1
  0.3	0	0	5	-16	1	-7	-0.2	-7
3) Cc1cccc(N(CC(N)=O)S(C)(=O)=O)c1C
  0.4	-7	15	5	0	-4	x	0.8	-1
4) Cc1ccc(C2C3=C(CCCC3=O)Nc3nc(SCC(=O)NCc4ccco4)[nH]c(=O)c32)cc1 (centres undefined)
  -0.4	6	-6	5	13	11	-20	-0.2	-3
5) CC(Oc1ccc(Cl)cc1Cl)c1nc(-c2ccc(NC(=O)c3cccnc3)cc2)no1 (centres undefined)
  -1.5	-12	7	12	-13	18	46	0.8	11
6) CCN(CC)C(=O)CSc1nnc(CCN)o1
  -1.2	-5	9	8	10	-16	-13	-0.7	-9
7) CN(C)C=NCCn1c(N2CCOCC2)nc2c1c(=O)n(C)c(=O)n2C
  -1.0	-3	7	16	-4	4	12	0.2	-8
8) Cn1c(=O)c2c(nc(SCC(=O)O)n2Cc2cccc(C(F)(F)F)c2)n(C)c1=O
  -1.0	-4	-9	17	3	6	-29	0.1	0
9) CCN(CC)C(=O)CSc1nc2ncc(Cl)cc2[nH]1
  -1.8	11	2	-24	6	3	-1	-0.5	10
10) Cc1ccc(S(=O)(=O)c2c(N)n(/N=C/c3ccco3)c3nc4ccccc4nc23)cc1C
  -0.1	-19	-9	-2	4	20	-34	0.6	3
11) COCCNS(=O)(=O)c1ccc2c(c1)oc(=O)c1cc(S(=O)(=O)NCCOC)ccc12
  1.1	0	-16	13	2	-16	-8	0.3	-3
12) CCOC(=O)CCc1c(C)c2ccc(OCc3nn[nH]n3)c(C)c2oc1=O
  -1.1	-8	-6	-5	2	9	-11	0.2	-1
13) CC(C)N(CCCNC(=O)C1CCN(S(=O)(=O)N2CCOCC2)CC1)Cc1ccccc1
  0.8	12	-16	5	-8	-6	-12	0.0	-6
14) CCCc1cc(=O)n2[nH]c(-c3cc(OC)c(OC)c(OC)c3)nc2n1
  -1.5	-4	-3	8	-4	10	-24	0.1	-2
15) Cc1ccc(OC(=O)CCC(=O)OCCCC(F)(F)C(F)(F)F)cc1
  -1.0	-12	-1	13	1	6	-17	0.7	-6
16) Cc1cccc(OCC(=O)N2CCN(C(=O)c3cccs3)CC2)c1
  -0.4	13	2	21	-3	-5	-23	-0.3	-14
17) CCOc1ccc(NS(=O)(=O)c2ccc3c(c2)CCN3C(=O)CCC(=O)O)cc1
  0.3	6	0	-2	-2	-6	-13	0.6	-9
18) CCCCc1c(C)nn(-c2nnc3c4ccccc4n(C)c3n2)c1C
  -0.5	6	-12	x	x	-2	-34	1.2	-10
19) COc1cccc(C(=O)Cn2c(N3CCOCC3)nc3c2c(=O)n(C)c(=O)n3C)c1
  0.8	2	5	10	-6	-3	-15	0.8	-5
20) COc1ccc(CCn2c(NCCCN3CCOCC3)nc3c2c(=O)[nH]c(=O)n3C)cc1
  -1.8	6	5	-5	11	-1	-3	1.5	-6
21) CC(C)c1ccc(OC(=O)NCCO)cc1
  -0.6	-7	-11	8	-4	-2	-21	-1.6	4
22) O=C(O)CC1CCCC(c2ccccc2)C1=O (centres undefined)
  -1.7	2	-16	-2	6	-17	25	-0.9	-4
23) Cn1nc(-c2ccc(N3CCOCC3)c(NC(=O)COc3ccccc3)c2)c2ccccc2c1=O
  -0.2	39	-2	-18	0	65*	2	-0.8	4
24) Cc1[nH]nc2c1C1(CCN(C(=O)OCc3ccccc3)CC1)C(C#N)=C(N)O2
  -1.0	9	-19	23	2	4	-10	-0.4	-4
25) COC(=O)c1cc(=O)n(C2CC2)c(=NC2CC2)s1
  x	-8	-4	8	6	-2	x	-0.3	31*
26) Cc1ccc(S(=O)(=O)Cn2nnnc2C(C(C)C)N2CCSCC2)cc1 (centres undefined)
  -0.4	3	-2	10	3	28	-4	-0.1	3
27) CCOC(=O)C1C(=O)C(C(=O)OCC)C(c2cccnc2)NC1c1cccnc1 (centres undefined)
  -0.2	-6	-2	13	-16	-14	-16	1.3	-9
28) CC1Cc2ccccc2N1C(=O)CCN1C(=O)C2C3C=CC(C3)C2C1=O (centres undefined)
  -0.8	-2	-12	4	2	-11	7	-0.1	2
29) O=C(CSc1nc(-c2ccc(F)cc2)cc(C(F)(F)F)n1)NCCN1CCOCC1
  0.0	0	-18	x	-8	-2	26	-0.7	1
30) Nc1nncn1C(=O)c1ccccc1Cl
  -0.1	6	-2	15	-10	-11	-4	-0.5	-1
31) COc1ccccc1-n1c(SC)nc(O)cc1=O
  0.4	6	-16	12	-17	-4	-15	1.0	-7
32) COc1ccc(N(CC(=O)N2CCN(C)CC2)S(C)(=O)=O)cc1OC
  0.3	-3	-17	13	-10	-15	-12	-0.3	-3
33) Cc1ccc(OC(=O)CCc2c(C)nc3ncnn3c2C)cc1
  -1.0	-6	-6	0	-6	-14	-28	-0.1	1
34) CCSC(C)CC1C/C(=N/O)c2c(C)noc2C1 (centres undefined)
  -1.1	-10	-14	11	1	5	-6	-0.7	21
35) COc1ccccc1C(=O)Nc1ccc2c(c1)nc1n2CCSC1
  -1.2	29	22	9	30	0	11	-0.8	16
36) COc1ccc(S(=O)(=O)N[C@@H](CC(C)C)C(=O)O)cc1
  -0.8	-9	-15	12	-2	-16	-33	0.0	3
37) O=C(/C=C\Nc1ccc2c(c1)OCO2)c1ccccn1
  -1.2	-83	-85	8	0	-12	4	0.9	-2
38) Cc1cc(C)n2nc(SCc3cc(=O)n4c(C)cccc4n3)nc2n1
  x	9	-8	6	-9	-11	x	0.0	22
39) Cc1oc(-c2ccccc2F)nc1CS(=O)(=O)CC(=O)NCc1ccco1
  -1.4	-12	27	6	-4	11	13	0.1	17
40) CCOC(=O)c1cc2sccc2n1Cc1ccccc1
  -0.3	19	4	-20	4	57	19	0.3	3
41) Cc1cccn2c(=O)c3cc(C#N)c(=O)n(Cc4cccnc4)c3nc12
  0.1	15	2	-1	-8	1	-5	1.0	-2
42) CC(NC(=O)NC1CCCCC1)C(c1cccs1)N1CCN(C)CC1 (centres undefined)
  -0.3	-4	-14	-1	3	2	18	-0.4	5
43) O/N=C(/CN(O)/C=C1/C=CC=N1)c1cccs1
  -1.2	-10	-23	10	-2	-14	-6	-0.1	-8
44) C(=N\n1cnnc1)/c1ccc2c(c1)OCCO2
  x	-3	-5	9	2	-9	x	-0.9	-2
45) Cc1nnc(NC(=O)Cc2ccc(OCc3c(C)noc3C)cc2)s1
  0.3	-7	-15	-5	-8	-19	-17	-1.1	4
46) CN1CCN(CC(O)COc2ccc(OCC(O)CN3CCN(C)CC3)cc2)CC1 (centres undefined)
  -0.7	13	-4	x	9	-12	0	0.0	-3
47) O=C1C/C(=C/NCc2ccccc2)C(=O)N1
  -0.3	-6	7	1	-12	-12	x	-0.4	0
48) CC(C)c1ccc(NC(=O)COC(=O)C2=COCCO2)cc1
  -0.7	8	8	6	-10	-5	10	-0.5	-7
49) CC1CN(CC(=O)N2CCc3[nH]c4ccccc4c3C2)CC(C)O1 (centres undefined)
  -0.4	-7	1	7	1	-9	0	-1.0	-2
50) COc1ccc(C(=O)CSc2cc(C)nc3nc(C)nn23)cc1OC
  -0.5	-20	-15	16	-2	-2	-46	0.1	11
51) CSc1ccccc1NC(=O)CSc1nnnn1-c1ccccc1SC
  -1.7	9	22	11	17	36	8	-0.6	2
52) O=C(c1ncc[nH]1)c1ccco1
  -1.4	4	-17	-9	-15	-18	15	0.0	0
53) COc1ccc(N2CCN(c3ccc(NC(=O)C4CCCCC4)cc3C#N)CC2)cc1
  -1.4	10	7	12	4	4	16	0.2	4
54) COc1ccc(OC)c(S(=O)(=O)NCc2cn3ccsc3n2)c1
  -0.2	-7	-11	x	3	-14	-49	-1.1	14
55) Cc1ccc(Oc2ccccc2)c(NC=O)c1
  x	4	8	5	10	-1	x	1.0	-2
56) Cc1cc(C)nc(SCSc2nc(C)cc(C)n2)n1
  -2.1	-16	-18	2	0	4	-17	-1.0	-3
57) O=C1CSC(c2cn(-c3ccccc3)nc2-c2ccc3c(c2)OCCO3)N1CCN1CCOCC1 (centres undefined)
  -0.3	12	-23	5	-7	13	-25	2.1	8
58) CC(C)c1ccc(-c2nc(N3CCOCC3)[nH]c(=O)c2C#N)cc1
  -0.3	3	-12	6	8	14	4	0.1	-17
59) O=C(Cn1[nH]c(=O)c2ccccc2c1=O)NC1CCN(Cc2ccccc2)CC1
  -0.7	4	3	9	13	-3	-5	-0.1	0
60) N#Cc1cc2c(nc1SCC(=O)Nc1sc3c(c1C#N)CCC3)CCCCC2
  -0.7	-1	2	0	3	-8	-6	1.8	-3

# The list continues:
# Below each compound – S1P3 agonist	SF-1 act	RORA act	AP ELISA ortho	5-HT1A blocker	Ecoli tolC	S1P1 ag pot	HTR1E agonist	HTR1E antagonist
61) CCOC(=O)c1c(C)c(C(=O)NCCCOC)c(C)n1C
  0.3	-10	0	5	-5	-11	-2	0.1	-1
62) CCOc1ccc(C(=O)NCC2CCCO2)cc1 (centres undefined)
  0.0	28	38	6	-7	-3	3	-0.4	-11
63) Cc1ccc(S(=O)(=O)N2CCN(C(=O)CN3CCOCC3)C2C(C)C)cc1 (centres undefined)
  -0.6	-4	-14	19	1	-17	-26	0.5	-5
64) CCC(CC)n1[nH]c(=O)cc1N
  -0.8	-11	-10	x	x	4	3	0.1	-2
65) CCN1CCN(C(=O)c2cc3c(=O)n(C)c4ccccc4c3n2C)CC1
  0.0	11	20	9	7	-8	-17	0.2	-3
66) CCOC(=O)c1cnc(SCC(=O)c2ccc3c(c2)OCCO3)nc1N
  -1.2	24	-10	5	6	22	-2	-0.2	3
67) CCOc1ccc(C(=O)c2ccc(OCC)c(N)c2)cc1N
  0.4	49	45	-11	13	2	13	-0.4	1
68) CCOc1ccc(Cl)cc1S(=O)(=O)N1CCCC1
  -0.5	-8	-19	10	20	1	-7	-0.6	3
69) COCCN1C(=O)C(CC(=O)Nc2ccc(C(C)=O)cc2)SC1=Nc1ccccc1 (centres undefined)
  -1.9	1	38	-14	4	12	-26	-0.1	1

# Source: PubChem BioAssay (several laboratories)
